Compound activity: PubChem, several laboratories
STK33 inh = blocks human STK33 kinase activity | purified STK33, MBP phosphorylation, ADP-Glo luminescence | inhibition, % at 10 µM | actives 0.073% (n = 320,000);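 active = inhibition at or above 25%, using the most active replicate where run in duplicate; inactive = inhibition below 25%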
Target sequence (Q9BYT3 whole entry, looked up): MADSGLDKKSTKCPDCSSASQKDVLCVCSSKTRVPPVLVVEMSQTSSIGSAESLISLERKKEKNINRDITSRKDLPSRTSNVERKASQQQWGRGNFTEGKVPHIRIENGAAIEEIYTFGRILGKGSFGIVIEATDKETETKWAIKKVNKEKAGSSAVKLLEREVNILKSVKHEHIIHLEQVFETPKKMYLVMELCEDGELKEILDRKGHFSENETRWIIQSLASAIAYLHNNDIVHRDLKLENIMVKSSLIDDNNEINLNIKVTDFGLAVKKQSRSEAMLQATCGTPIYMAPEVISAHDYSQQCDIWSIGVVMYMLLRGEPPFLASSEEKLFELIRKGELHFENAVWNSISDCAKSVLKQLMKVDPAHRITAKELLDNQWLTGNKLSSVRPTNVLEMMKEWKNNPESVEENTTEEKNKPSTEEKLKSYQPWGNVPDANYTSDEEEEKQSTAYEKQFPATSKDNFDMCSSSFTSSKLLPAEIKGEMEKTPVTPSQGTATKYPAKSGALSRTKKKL
OX1R antag-1 = antagonists of human orexin 1 receptor; O43613; CHO/OX1R cells, Fluo-8 calcium fluorescence, orexin A; inhibition, % at 5 µM; actives 0.43% (n = 330,000); AID 434989;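 active = inhibition above its plate's threshold, mean inhibition of all tested compounds on the plate plus 3 SD, cut at about 37% in these data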;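 also: 0% = orexin A challenge wells and 100% = SB-334867-A antagonist wells; not every result past the cut was called active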
Target sequence (O43613 whole entry, looked up): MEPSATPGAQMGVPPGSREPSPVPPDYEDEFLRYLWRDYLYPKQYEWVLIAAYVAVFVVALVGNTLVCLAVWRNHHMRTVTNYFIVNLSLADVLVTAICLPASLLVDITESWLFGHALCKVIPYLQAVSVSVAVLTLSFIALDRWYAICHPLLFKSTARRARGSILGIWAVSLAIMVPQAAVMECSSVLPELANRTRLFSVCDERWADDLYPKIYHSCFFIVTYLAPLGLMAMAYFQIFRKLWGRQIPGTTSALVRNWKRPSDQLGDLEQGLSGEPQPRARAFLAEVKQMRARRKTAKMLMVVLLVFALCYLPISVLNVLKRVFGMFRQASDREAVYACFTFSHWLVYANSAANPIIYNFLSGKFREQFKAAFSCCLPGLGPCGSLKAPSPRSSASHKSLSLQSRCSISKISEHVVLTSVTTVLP
OX1R antag-2 = OX1R (human) antagonism | actives 1.8% (n = 330,000) | AID 485270 | OX1R-expressing cells, FRET antagonist read-out | inhibition, % at 6.6 µM; in the data active = inhibition mostly above about 38%, no sharp cut-off; inactive = mostly below about 40%;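 also: 0% = agonist challenge alone and 100% = reference antagonist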
An asterisk follows results filed as active; nt = not tested or not shown.

Every second line gives: STK33 inh, OX1R antag-1, OX1R antag-2
> Cc1ccc(-c2cc(C(=O)OCC(=O)NC3CC3)c3ccccc3n2)cc1
→ nt, -12.1, 16.5
> CC1(C)Cc2c(sc3nc(-c4ccccc4Cl)n(N)c(=O)c23)CO1
→ 2.5, -15.5, 11.0
> O=C(COc1ccc2c(c1)OCO2)Nc1ccc(Cl)cn1
→ -1.7, -14.6, 46.5
> CCOc1cc2[nH]c(=S)n(CCN3CCCCC3CC)c(=O)c2cc1OCC (stereo not drawn)
→ -0.9, -25.1, 9.2
> C=CC[C@H](CC(=O)NCCO)C(=O)NC[C@@H](OC(=O)[C@@H](CC=C)CC(=O)OC(C)(C)C)c1ccccc1
→ 0.0, -11.7, 16.3
> CSc1nc(C)c(C(=O)Nc2ccccc2)c(C)c1C#N
→ 0.1, -24.1, 15.5
> OC(COc1ccc(OCc2ccccc2)cc1)CN1CCOCC1 (stereo not drawn)
→ -0.5, -16.7, 2.3
> O=C(c1ccc(CSc2nc3ccncc3[nH]2)cc1)N1CCCCC1
→ -1.3, -2.1, 12.0
> CC(C)CCNC(=S)Nc1ccc2nc3n(c(=O)c2c1)CCCCC3
→ 0.5, -20.1, 11.9
> CCC(C)(C(=O)NC1CCCCC1)N(C(=O)c1ccccn1)c1ccc(C)cc1 (stereo not drawn)
→ 0.2, -11.8, 6.9
> CC(=O)N1CCN(Cc2nc3cc(NC(=O)c4ccc(Cl)cc4)ccc3n2C)CC1
→ 0.5, -13.5, 6.5
> Cc1nc2nc(SCC(N)=O)[nH]c2cc1Br
→ 2.0, -9.4, 30.3
> CCc1nnc(NC(=O)CCNC(=O)c2ccco2)s1
→ -0.8, 0.0, 5.9
> CCc1nn(C(C)C(=O)N2CCN(c3ccc(OC)cc3)CC2)c(=O)c2cc3occc3n12 (stereo not drawn)
→ -0.4, -12.7, 10.6
> COc1cc2ccccc2cc1C(=O)Nc1ccc(C)cc1
→ -1.5, -29.9, 13.6
> O=S1(=O)C=C(SCCN2CCCCC2)c2ccccc21
→ -1.9, -14.3, 11.1
> Cc1ccc(SCC(=O)NCCCN2CCOCC2)cc1
→ -1.1, -8.9, 10.4
> Cc1cccc(NC(=O)c2ccc3[nH]c(=O)c(=O)[nH]c3c2)n1
→ 1.1, -5.1, 11.5
> CC(C)OCCCn1c(SCC(=O)Nc2ccccc2C(F)(F)F)nc2nccnc2c1=O
→ -0.5, -13.5, 18.2
> COc1ccc(C2NCCC3(O)CCCCC23)c(OC)c1OC (stereo not drawn)
→ -1.3, -20.0, 7.3

(continued)
Every second line gives: STK33 inh, OX1R antag-1, OX1R antag-2
> COc1ccc(CCNC(=O)c2ccc(CS(=O)Cc3ccc(Cl)cc3)o2)cc1OC (stereo not drawn)
→ -1.3, -18.4, 15.2
> Cc1occc1C(=O)N1N=C(C2CC2)CC1(O)C(F)(F)F (stereo not drawn)
→ -0.7, -8.5, -2.0
> Cc1ccc(OCc2ccc(C(=O)NN)o2)c([N+](=O)[O-])c1
→ 1.0, -18.6, 7.2
> O=C(NCCCN1CCOCC1)/C(=C/c1ccco1)NC(=O)c1ccccc1
→ -1.0, -3.3, 4.9
> O=C(NCCCn1ccnc1)c1cc(-c2cccnc2)nc2ccc(Br)cc12
→ -0.3, -8.3, 2.6
> CCC(C)[C@H]1CNCCN1CCC12CC3CC(CC(C3)C1)C2 (stereo partly drawn)
→ 0.3, -18.7, -2.2
> CCOc1nc2c(c(=O)n(C)c(=O)n2C)n1Cc1ccccc1Cl
→ -0.8, -5.9, 4.0
> COc1ccc(N2C(=O)CC(NNC(=O)c3cc(C)oc3C)C2=O)cc1 (stereo not drawn)
→ -1.9, -14.8, 17.7
> COc1cc(C(=O)N2CCN(c3ccccn3)CC2)cc(OC)c1OC
→ 3.4, -4.4, 4.1
> Cc1ccc(/C=C(/C#N)C(=O)NC(C)c2ccccc2)o1 (stereo not drawn)
→ 0.6, -25.5, 27.8
> CC(=O)N1c2ccc(S(=O)(=O)NCCC(=O)NCc3ccc(Cl)cc3)cc2CC1C (stereo not drawn)
→ -0.3, -16.0, 5.3
> CCCc1nnc(NC(=O)CCC(=O)N2CCN(CCn3c(C)ccc3C)CC2)s1
→ -2.5, -9.5, -2.4
> Cc1cccc(NC(=O)NCc2cccnc2)c1C
→ -1.5, -9.8, 29.3
> O=S1(=O)CCC(=Nc2ccc(Cl)cc2)c2ccsc21
→ -0.8, -7.5, 1.0
> Cc1ccc([N+](=O)[O-])cc1N=C1C(=O)Nc2ccccc21
→ -0.7, -24.4, 16.7
> COc1ccc2nc(SCC(=O)Nc3ccccc3OC)[nH]c2c1
→ 0.0, -5.3, 9.9
> CC(O)c1nc2ccccc2n1Cc1ccccc1 (stereo not drawn)
→ -0.8, -16.9, 12.3
> O=C(O)c1cccc(NC(=O)c2cccc(S(=O)(=O)Nc3cccc([N+](=O)[O-])c3)c2)c1
→ 0.2, -1.2, 7.5
> O=C(Nc1ccncc1)C1CC1c1ccccc1 (stereo not drawn)
→ -0.4, -4.3, 18.7
> O=C(Nc1ccnn1C1CCN(Cc2ccccc2OC(F)F)CC1)c1cccnc1
→ -0.1, -31.3, 11.9

Some of these compounds in order of SMILES length, smallest number first.
Every second line gives: STK33 inh, OX1R antag-1, OX1R antag-2
> Cc1cccc(NC(=O)NCc2cccnc2)c1C
→ -1.5, -9.8, 29.3
> CCC(C)[C@H]1CNCCN1CCC12CC3CC(CC(C3)C1)C2 (stereo partly drawn)
→ 0.3, -18.7, -2.2
> Cc1ccc([N+](=O)[O-])cc1N=C1C(=O)Nc2ccccc21
→ -0.7, -24.4, 16.7
> O=C(Nc1ccnn1C1CCN(Cc2ccccc2OC(F)F)CC1)c1cccnc1
→ -0.1, -31.3, 11.9
> COc1ccc(CCNC(=O)c2ccc(CS(=O)Cc3ccc(Cl)cc3)o2)cc1OC (stereo not drawn)
→ -1.3, -18.4, 15.2

Further compounds follow:
Every second line gives: STK33 inh, OX1R antag-1, OX1R antag-2
> CCC(C)(C)c1ccc(OCCCC[n+]2ccccc2)c(C(C)(C)CC)c1
→ 3.4, -9.0, 9.1
> Clc1ccc(Cc2nc(-c3cccnc3)no2)cc1
→ -0.6, -11.4, 4.6
> Cc1ccnc(NC(=O)COc2ccc3c(c2)CCC3)c1
→ 0.1, -22.9, 28.2
> O=C(CN1CCN(Cc2ccc3c(c2)OCO3)CC1)NCC(F)(F)F
→ -2.2, 8.3, 2.4
> CCc1nnc(NC(=O)CSc2nc3cc(OC)c(OC)cc3cc2C)s1
→ -1.8, -42.4, 23.2
> Cc1cc(NS(=O)(=O)c2ccc(NC(=O)CN3C(=O)NC(C)(c4ccccc4)C3=O)cc2)nc(C)n1 (stereo not drawn)
→ -1.4, 25.8, 21.1
> Cc1ccccc1/[N+]([O-])=C/c1cccs1
→ -1.2, -19.2, 1.0
> CN(Cc1ccccc1)C(=O)N[C@@H](Cc1ccccc1)C(=O)O
→ -0.1, -12.1, 1.5
> c1ccc(CSc2ccc(-c3ccco3)nn2)cc1
→ nt, -12.8, 22.2
> Cc1cccc(Cn2cnc3c(sc4nc(C)cc(C)c43)c2=O)c1
→ -0.3, -4.3, 3.6
> COc1cccc(C(=O)NCCC2=CCCCC2)c1
→ 0.4, -15.5, 10.0
> CC(=O)Oc1ccc(N2C(=O)C3C4C=CC(CC4)C3C2=O)cc1[N+](=O)[O-] (stereo not drawn)
→ -1.7, 0.7, 16.2
> Cc1ccc(C(=O)NCc2ccc(F)cc2)cc1NC1=NC2CS(=O)(=O)CC2S1 (stereo not drawn)
→ 0.5, -0.3, 9.3
> CCN(CC)CCNC(=O)C1(O)c2cc(Br)ccc2NC(=O)N1c1c(F)cccc1F (stereo not drawn)
→ -0.4, -15.5, -4.5
> C#CCSc1nnc(CNS(=O)(=O)c2ccc(Br)cc2)n1C
→ -0.5, 0.7, 0.4
> COc1ccc(N2CCN(CCNC(=O)c3ccc(NC(=O)C4CCCO4)cc3)CC2)cc1 (stereo not drawn)
→ 0.4, -16.5, 6.0
> COc1ccc2nc(SCC(=O)NCc3ccc(F)cc3)[nH]c2c1
→ -0.7, -20.3, 21.0
> COc1ccc(OCC(=O)Nc2nonc2NC(=O)COc2ccc(OC)cc2)cc1
→ -0.6, -28.2, 24.1
> CCN(CC)C(=O)CC(c1ccc(F)cc1)c1ccco1 (stereo not drawn)
→ 9.8, -41.3, 33.7
> C=CCN(CC=C)C(=O)c1cc2ccccc2c(=O)o1
→ 0.2, -13.9, -3.6

More records.
Every second line gives: STK33 inh, OX1R antag-1, OX1R antag-2
> O=C(O)c1cccc(Cn2c(Cl)c(/C=N/NC(=O)c3ccccc3Cl)sc2=O)c1
→ -0.6, -3.2, 14.1
> CCOC(=O)c1[nH]c(C)c(C(=O)Nc2ccccc2C)c1C
→ -0.8, -6.3, 8.8
> CN(C)CCCOC(=O)C1c2ccccc2Oc2ccccc21
→ 7.7, -26.7, 22.2
> CSc1ncc(Cl)c(C(=O)Nc2ccc(NC(C)=O)cc2)n1
→ -0.3, -3.6, 8.3
> COC(=O)C(=N/Nc1ccccc1C(=O)OC)/C(C)=N/O
→ -0.3, -6.5, 21.1
> CC(C)CNC(=O)/C=C/C(=O)O
→ -0.2, 1.5, 16.9
> COc1cc(C(=O)OCC(=O)N(C)C)cc(NC(=O)c2ccco2)c1OC
→ -1.3, -19.6, 6.0
> Cc1cccc(C)c1NC(=O)C(=O)NCCOc1ccc(Cl)cc1
→ -1.0, -19.0, 0.5
> Cc1ccc(-c2noc(CN3CCCCC3)n2)cc1
→ -0.5, -14.6, 8.7
> O=Cc1c(NCc2ccco2)nc2ccccn2c1=O
→ -1.1, -7.7, 2.4
> Cc1cc(C(N)=O)nn1-c1c(Cl)cc(Cl)cc1Cl
→ -0.8, -11.2, -0.3
> COc1ccc(C2CC(c3c(-c4ccccc4)c4cc(Cl)ccc4[nH]c3=O)=NN2C(=O)CCC(=O)O)cc1 (stereo not drawn)
→ 2.2, 1.6, 9.4
> COc1cc(C(c2sc3nc(C)nn3c2O)N2CCC3(CC2)OCCO3)cc(OC)c1OC (stereo not drawn)
→ -2.1, -11.8, 14.6
> COC(=O)c1ccc(C2C(C(C)=O)=C(O)C(=O)N2CCO)cc1 (stereo not drawn)
→ -0.8, -14.8, 7.4
> O=C(CCN1CCN(S(=O)(=O)c2ccc(Cl)cc2)CC1)Nc1ccccc1F
→ 0.9, -29.5, 1.9
> CCOC(=O)Cc1csc(NC(=O)CC)n1
→ -0.8, -4.3, -3.0
> Cc1ccc(N2CCN(C(=O)c3ccccc3F)CC2)c(C)c1
→ -0.2, -13.5, 6.5
> COc1ccc(Cc2noc(CN3CCC(c4ccncc4)CC3)n2)cc1OC
→ -0.2, 3.2, 24.1
> O=C(Nc1ccc(O)cc1C(=O)O)c1cccs1
→ -1.4, -11.6, 18.9
> CC(C)CN(C(=O)COC(=O)c1ccc(Br)cc1)c1c(N)n(Cc2ccccc2)c(=O)[nH]c1=O
→ -0.4, -32.7, 15.6

Next section
Every second line gives: STK33 inh, OX1R antag-1, OX1R antag-2
> CC1Cc2ccccc2N1C(=O)C1CCCCN1S(=O)(=O)c1ccccc1 (stereo not drawn)
→ 23.3, 4.6, 49.2*
> O=C(O)/C=C/C(=O)Nc1ccc(C(=O)c2ccccc2)cc1
→ -0.4, 9.1, 0.8
> COCCN(C(=S)Nc1cccc(OC)c1)C1CCN(C(C)C)CC1
→ -2.2, -1.7, 19.1
> O=C(Nc1ccccc1)N1CCSc2ccccc21
→ 0.7, -12.5, 13.5
> Cc1cc(NS(=O)(=O)c2ccccc2)no1
→ -0.7, -0.7, 10.5
> O=S(=O)(Cc1ccccc1)Nc1ccccc1Br
→ -1.1, 0.7, 7.8
> O=C(Cn1nc(-c2ccccc2)ccc1=O)NCCCN1CCOCC1
→ 0.3, -7.5, 15.5
> CCC(CC)c1nnc(NC(=O)C2CC(=O)N(C3CCCC3)C2)s1 (stereo not drawn)
→ -0.3, -15.1, 4.3
> CCCCN(CCNP(=O)(OCC)OCC)CP(=O)(OCC)OCC
→ -1.8, -2.6, 3.6
> COc1ccc(C)cc1NC(=O)CN1C(=O)COc2ccc(S(=O)(=O)N3CCCCCC3)cc21
→ 0.3, -7.3, 16.8
> Cc1ccc(C(=O)O)cc1-c1ccc(/C=C2/NC(=O)N(c3ccccc3)C2=O)o1
→ -0.9, 1.9, 25.3
> CCOc1ccccc1NC(=O)C(c1ccccc1)N1CCN(CC(=O)N2CCOCC2)CC1 (stereo not drawn)
→ -1.3, -29.5, -3.6
> O=C(NCCc1ccccc1)C1CCN(S(=O)(=O)c2ccccc2)CC1
→ 0.0, -16.2, 3.1
> O=C(Cc1ccc(Br)cc1)OCC(=O)N1CCOCC1
→ 5.2, 0.9, -0.9
> COCCCn1c(=O)c2ccccc2c2ccccc2c1=O
→ -0.3, -20.7, 25.5
> CCNc1nc(SC(C(C)=O)C(C)=O)nc(N(C)C)n1
→ -1.2, -19.5, 19.3
> c1ccc(-c2nc(NCc3cccs3)c3ccccc3n2)cc1
→ -0.7, -16.8, 39.3
> C=C(Br)CN1CCN(CC(=C)Br)CC1
→ -0.7, -7.5, 7.9
> COc1ccc(CCN2CCC(Nc3nc4ccccc4n3Cc3ccc(F)cc3)CC2)cc1
→ -1.2, 5.2, -1.4
> Cc1ccc(NC(=O)NCc2ccncc2)cc1Cl
→ 0.5, -10.1, 22.0

Next structures:
Every second line gives: STK33 inh, OX1R antag-1, OX1R antag-2
> CCN1C[C@@H]2[C@@H]3C(=O)N(Cc4ccccc4)C(=O)[C@@H]3[C@](C)(C(=O)OC)N2C1=NC1CCCCC1
→ nt, 5.7, 7.5
> CCCCn1c(SCc2ccc(C(=O)OC)o2)nc2cc(S(N)(=O)=O)ccc21
→ -0.6, 11.0, 15.9
> COc1ccc(C(=O)NCCn2cc(SCC(=O)NCc3ccco3)c3ccccc32)cc1
→ 0.1, -22.1, 16.5
> Cc1[nH]c(=O)[nH]c(=O)c1S(=O)(=O)Nc1ccc(Cl)c([N+](=O)[O-])c1
→ -0.6, -14.5, 12.3
